Assay outcomes from PubChem BioAssay.
AT treatment: potential ataxia-telangiectasia treatments restoring KAP-1 phosphorylation; […] A-T fibroblasts, KAP-1 phosphorylation AlphaLISA; neocarzinostatin DNA damage 30 min before lysis; Potency, µM (doses to about 57.5 µM), inactives show at the highest dose activation, hits mostly activators; 0.19% of 320,000 active; further: potency means the concentration at half of the fitted maximal effect; % of control where 0% means no effect; nearly all actives have a fitted effect of over 45% in size
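ATM-like activity read as KAP-1 phosphorylation via AlphaLISA donor/acceptor antibody pairs after lysis and 6 hr at 25C. Cells were ATM-null patient fibroblasts ([…], hTERT), dosed 60 min, then exposed to the DSB inducer NCS for 30 min.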
Mito fusion yeast: mitochondrial division inhibition or fusion activation; Potency, µM (top dose mostly 46.1 µM), for inactives: at the top dose growth rescue (activation), hits mostly activators; 0.23% of 320,000 active; AID 485298; S. cerevisiae fusion-defective mutant growth rescue, CellTiterGlo 48 h;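 further: potency means the concentration at half of the fitted maximal effect; % of control where 0% means no effect; nearly all actives have a fitted effect of over 45% in size; temperature-sensitive fusion mutants such as fzo1-1 at 37 °C on non-fermentable ethanol glycerol medium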
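Temperature-sensitive fusion-defective S. cerevisiae (e.g. fzo1-1, mgm1-5) were grown with compound in YPEG medium (3% ethanol, 3% glycerol) for 48 hours at 37C. Growth rescue was measured as viability by CellTiterGlo luminescence after 10 minutes at ambient.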
S-ASM inh: human S-ASM enzyme inhibition | P17405 | placental ASM, HMU-PC fluorogenic substrate, 60 min | Potency, µM (highest dose often 57.5 µM), for the others: top-dose activity change, negative = inhibition, actives largely listed as inhibitors | 0.006% of 340,000 active | AID 504937; further: potency means the concentration at half of the fitted maximal effect
Target sequence (P17405 47-631 limits assumed): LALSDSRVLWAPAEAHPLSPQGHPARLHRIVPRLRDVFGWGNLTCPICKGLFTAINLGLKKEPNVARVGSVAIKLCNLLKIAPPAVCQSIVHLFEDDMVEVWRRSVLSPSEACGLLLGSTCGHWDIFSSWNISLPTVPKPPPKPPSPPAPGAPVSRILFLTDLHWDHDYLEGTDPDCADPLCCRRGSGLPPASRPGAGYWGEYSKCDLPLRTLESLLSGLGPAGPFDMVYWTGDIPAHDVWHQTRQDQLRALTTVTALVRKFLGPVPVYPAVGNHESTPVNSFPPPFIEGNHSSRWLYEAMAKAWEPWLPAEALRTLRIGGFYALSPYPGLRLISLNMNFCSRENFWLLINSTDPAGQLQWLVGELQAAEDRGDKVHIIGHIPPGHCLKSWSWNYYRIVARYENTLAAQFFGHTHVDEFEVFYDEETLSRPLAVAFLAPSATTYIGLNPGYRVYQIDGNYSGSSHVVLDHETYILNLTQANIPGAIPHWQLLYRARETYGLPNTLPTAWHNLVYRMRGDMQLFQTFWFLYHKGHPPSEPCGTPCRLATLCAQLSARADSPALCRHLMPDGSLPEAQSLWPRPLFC
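Fluorescence read-out (Ex 386 nm, Em 447 nm) after stopping the reaction at pH 10. Enzyme: ASM from human placenta; substrate HMU-PC0, 9 uM final; 60 min, 37 °C. Compound preincubation 10 min, ambient temperature.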
Integrin act MD: integrin-mediated muscular dystrophy alleviation activation; alpha7betagal myoblasts, beta-gal FDG fluorescence, 48 h; Potency, µM (top dose mostly 38.3 µM), for inactives: top-dose activation, usual class: activators; 0.064% of 350,000 active;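 further: potency means the concentration at half of the fitted maximal effect; 100% = response of the positive control SU9516; nearly all actives have a fitted effect of over 60% in size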
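Alpha7betagal+/- myoblasts (passage 13) were plated 16-24 hr, then exposed to compounds (1:260 dilution of DMSO stock) for 48 hours at 37C. After MPER lysis, β-galactosidase reporter activity was read as FDG fluorescence (ex 480/em 540) after 30 minutes.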
MBNL1 CUG block: MBNL1-poly(CUG) RNA binding inhibition. TR-FRET MBNL1-His/biotin-(CUG)12 binding, 665/545 ratio. Q9NR56. AID 2675. 0.036% of 280,000 active. Potency, µM (titrated, usually from 57.5 µM), for inactives: at the top dose activity change, negative = inhibition, most hits filed as inhibitors; active means well fitted inhibition curve with a large enough effect in the signal ratio, with a control signal flat, not every such curve was filed as active; inconclusive means small, poorly fitted or top-dose-only effect, or effect the other way, or a change in a side signal; inactive means no such curve, though single readings can be large or run the other way; the % refers to the signal ratio; further: potency means the concentration at half of the fitted maximal effect; on the % scale 0 is the no-effect control and ±100 the full control effect
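TR-FRET between His-tagged MBNL1 and biotin-(CUG)12 RNA, detected with Tb anti-His antibody (0.055 ng/ul) and streptavidin-XL665 (5 nM), 60 min at room temperature. Compounds titrated 92 nM to 58 uM; 665/545 nm ratio normalized to buffer and complex controls.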
TSHR antag: blocks TSH signaling through the human TSH receptor. TSHR-expressing cells, TSH-stimulated cAMP HTRF, 2 h; hits give low values. activity change, negative = inhibition, % at 11.5 µM. 0.2% of 330,000 active;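 active means activity change below a set negative limit, meaning inhibition stronger than a set level, cut at about -70% in these data; inconclusive means activity change between two set negative limits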; further: on the % scale 0 is the no-effect control and ±100 the full control effect
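Competitive HTRF cAMP read-out (cryptate anti-cAMP antibody, cAMP-d2; 30 min, room temperature) in freshly harvested TSHR cells. Compounds added before TSH at EC80 (4nM final), followed by 2 hours' incubation at 37 deg C.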
TCR activator: T cell receptor activation | 330,000 tested, under 10 active | primary human leukocytes, anti-CD3, IL-2 HTRF, 48 h | Potency, µM (doses to about 9.22 µM), without a hit: at the top dose activation of IL-2 secretion, hits mostly activators; further: % of control where 0% means no effect
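TCR engagement came from a-CD3 beads alone, with compounds added to primary human leukocytes for 48 hr. Secreted IL-2 bridged europium cryptate- and d2-labelled anti-IL-2 antibodies, giving FRET emission at 665nm after 320nm excitation.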
MLL CXXC-DNA inh: blocks binding of human MLL CXXC domain to DNA; MLL-CXXC / FITC-HOXA9 DNA fluorescence polarization; Potency, µM (doses to about 115 µM), for inactives: at the top dose activity change, negative = inhibition, actives largely listed as inhibitors; Q03164; AID 2662; 0.037% of 290,000 active; active means well fitted inhibition curve with a large enough effect in the polarisation, with a control signal flat, not every such curve was filed as active; inconclusive means small, poorly fitted or top-dose-only effect, or effect the other way, or a change in a side signal; inactive means no such curve, though single readings can be large or run the other way; the % refers to the polarisation; further: potency means the concentration at half of the fitted maximal effect
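Steps: dispense CXXC domain solution (7 uM) → pin compounds or unlabeled HOX-A9 DNA control → 5 min ambient → add FLSN-HOX-A9 solution (50 nM) → spin → 30 min ambient → fluorescence polarization. Tris pH 7.5/NaCl/DTT/BSA buffer.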
Menin MLL FP TR: displaces Texas Red mutant MLL peptide from human menin; Menin + Texas Red MLL mutant peptide, fluorescence polarization; 0.23% of 270,000 active; Potency, µM (doses to about 61.6 µM), without a hit: at the top dose FP activity change, negative = inhibition, most hits filed as inhibitors; AID 1768; O00255; active means well fitted inhibition curve with a large enough effect in the polarisation, with a control signal flat, not every such curve was filed as active; inconclusive means small, poorly fitted or top-dose-only effect, or effect the other way, or a change in a side signal; inactive means no such curve, though single readings can be large or run the other way; the % refers to the polarisation; further: potency means the concentration at half of the fitted maximal effect; % of control where 0% means no effect; many of its hits are not listed in these tables
Target sequence (O00255 whole entry, looked up): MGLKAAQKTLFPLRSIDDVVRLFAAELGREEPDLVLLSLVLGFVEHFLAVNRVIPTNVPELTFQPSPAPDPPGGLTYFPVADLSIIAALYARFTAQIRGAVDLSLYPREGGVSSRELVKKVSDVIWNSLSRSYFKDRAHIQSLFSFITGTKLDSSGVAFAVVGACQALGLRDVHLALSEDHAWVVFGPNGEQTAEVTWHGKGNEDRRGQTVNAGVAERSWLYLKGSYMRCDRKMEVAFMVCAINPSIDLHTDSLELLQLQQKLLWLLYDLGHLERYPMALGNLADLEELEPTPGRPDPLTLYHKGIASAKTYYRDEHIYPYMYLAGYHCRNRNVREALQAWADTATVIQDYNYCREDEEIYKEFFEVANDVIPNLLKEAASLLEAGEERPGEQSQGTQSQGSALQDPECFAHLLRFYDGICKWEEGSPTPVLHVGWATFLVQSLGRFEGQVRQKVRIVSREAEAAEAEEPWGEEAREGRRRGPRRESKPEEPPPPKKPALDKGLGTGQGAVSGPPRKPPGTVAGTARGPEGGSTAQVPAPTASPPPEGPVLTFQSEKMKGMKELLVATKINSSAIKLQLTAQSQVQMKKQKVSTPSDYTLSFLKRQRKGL
TSG101-PTAP inh: blocks PTAP/TSG101 interaction to inhibit HIV-1 budding; Fluorescence polarization, FITC-PTAP peptide / Tsg101 binding; Potency, µM (doses to about 115 µM), for the others: at the top dose activity change, negative = inhibition, hits mostly inhibitors; 340,000 tested, under 10 active; AID 493005; active means well fitted inhibition curve with a large enough effect in the main read-out, with a control signal flat, not every such curve was filed as active; inconclusive means small, poorly fitted or top-dose-only effect, or effect the other way, or a change in a side signal; inactive means no such curve, though single readings can be large or run the other way; further: potency means the concentration at half of the fitted maximal effect; % of control where 0% means no effect
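Tsg101 binding domain (10 uM final) was mixed with compound and a FITC-labeled PTAP peptide (50 nM final) in HEPES pH 7.5 buffer with NaCl, Tween 20, EDTA and TCEP; fluorescence polarization was read after 20 min at r.t.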
* marks the source's active call; other numbers are inactive results; & = joins results of further samples; [ ] = dose if it differs, or a comment. Unless noted, the call rests on the fitted dose curve; in most records, active means well fitted curve in the direction sought with a large enough effect; inconclusive means small, poorly fitted or top-dose-only effect, or another doubt; inactive means no such curve, though single readings can be large; an effect the other way counts as inactive or inconclusive.

O=C(CN1CCN(c2ccc(Cl)cc2[N+](=O)[O-])CC1)N1CCOCC1 was read as AT treatment 1%, Mito fusion yeast -1%, S-ASM inh -2%, Integrin act MD 17%, MBNL1 CUG block inconclusive, TSHR antag 9, TCR activator -3%, MLL CXXC-DNA inh -12% and TSG101-PTAP inh -3%.
`CCCNC(=O)COc1ccc(-c2nn(C)c(=O)c3ccccc23)cc1` gave AT treatment 0%, Mito fusion yeast 0%, S-ASM inh 2%, Integrin act MD -26%, MBNL1 CUG block 5%, TSHR antag -10, TCR activator -1%, MLL CXXC-DNA inh -1%, Menin MLL FP TR -2% and TSG101-PTAP inh 0%.
For COc1ccc2cc(C(=O)N3CCN(C)CC3)[nH]c2c1 the results were AT treatment -2%, Mito fusion yeast 9%, S-ASM inh 3%, Integrin act MD -6%, MBNL1 CUG block -3%, TSHR antag -2, TCR activator -26%, MLL CXXC-DNA inh 11%, Menin MLL FP TR 0% and TSG101-PTAP inh -4%.
Cc1cc(SCC(=O)OCC(=O)N2CCCC2=O)c(C)cc1Br was read as AT treatment 8%, Mito fusion yeast 1%, S-ASM inh -2%, Integrin act MD 10%, TSHR antag 3, TCR activator -4% and TSG101-PTAP inh -5%.
`Cc1ccc(Cl)cc1NC(=O)Cn1cc(C(F)(F)F)cc(Cl)c1=O` gave AT treatment 6%, Mito fusion yeast -1%, S-ASM inh 0%, Integrin act MD 6%, TSHR antag 8, TCR activator -3%[46.1 µM], MLL CXXC-DNA inh 4%, Menin MLL FP TR 6% and TSG101-PTAP inh 1%.
Screening CCCCCCc1ccc(N2C[C@H](CCCCC)[C@@H](CC(=O)NCc3ccc(OC)cc3)C2=O)cc1 returned AT treatment 8%, Mito fusion yeast -2%, S-ASM inh -11%, Integrin act MD 2%, MBNL1 CUG block -5%, TSHR antag 5, TCR activator 5%, MLL CXXC-DNA inh 2%, Menin MLL FP TR inconclusive and TSG101-PTAP inh -1%.
CCOc1ccc(C(=O)Nc2cc(OC)ccc2OC)cc1 was read as AT treatment 7%, Mito fusion yeast 3%, S-ASM inh -1%, Integrin act MD 27%, MBNL1 CUG block -6%, TSHR antag -8, TCR activator -1%, MLL CXXC-DNA inh -7%, Menin MLL FP TR -1% and TSG101-PTAP inh -3%.
For Cc1nn(-c2cccc(C(=O)O)c2)c(C)c1[N+](=O)[O-] the results were AT treatment 1%, Mito fusion yeast 0%, S-ASM inh -1%, Integrin act MD 7%, TSHR antag -6, TCR activator -4%, MLL CXXC-DNA inh 8%, Menin MLL FP TR 1% and TSG101-PTAP inh -3%.
For CCC(C(=O)Nc1ccc(C(=O)Nc2ccccc2C(=O)O)cc1)c1ccccc1 (configuration not stated) the results were AT treatment 2%, Mito fusion yeast 1%, S-ASM inh 6%, Integrin act MD 14%, MBNL1 CUG block -7%, TSHR antag -21, TCR activator -16%, MLL CXXC-DNA inh -2% and TSG101-PTAP inh -7%.
`O=S(=O)(NCCN1CCCC1)c1ccc(Cl)cc1` gave AT treatment -7%, Mito fusion yeast 0%, S-ASM inh 1%, Integrin act MD 8%, MBNL1 CUG block inconclusive, TSHR antag 2, TCR activator -3%, MLL CXXC-DNA inh 7%, Menin MLL FP TR -20% and TSG101-PTAP inh 1%.
COc1ccc(/C=C/C(=O)Oc2ccc(/C=N/NC(=O)COc3c(C)cccc3C)cc2)cc1 was read as AT treatment 2%, Mito fusion yeast -3%, MBNL1 CUG block 0%, TSHR antag 16, MLL CXXC-DNA inh 16% and Menin MLL FP TR 6%.
`CCCCS(=O)(=O)N1CCCC(C(=O)NCC2CCCO2)C1` (configuration not stated) gave AT treatment 3%, Mito fusion yeast 1%, S-ASM inh 0%, Integrin act MD 5%, MBNL1 CUG block -2%, TSHR antag 3, MLL CXXC-DNA inh -10%, Menin MLL FP TR -3% and TSG101-PTAP inh -1%.
Cc1ccc(S(=O)(=O)N2CCC(C(=O)Nc3ccccc3N3CCCC3)CC2)c(C)c1 was read as AT treatment 3%, Mito fusion yeast inconclusive, Integrin act MD 23%, TSHR antag 3, TCR activator -4% and TSG101-PTAP inh 3%.
NC(N)=Nc1nc2cc([N+](=O)[O-])ccc2o1 was read as AT treatment 1%, Mito fusion yeast 18%, S-ASM inh -3%, Integrin act MD -8%, MBNL1 CUG block inconclusive, TSHR antag 0, TCR activator 11%, MLL CXXC-DNA inh -11%, Menin MLL FP TR 33%[activator] and TSG101-PTAP inh -5%.
Screening C#CCOCCOCCOCCNc1nc(N2CCN(C(=O)[C@H]([C@@H](C)O)n3cc(CCCCN)nn3)CC2)nc(N2CCN(C(=O)[C@H](C)n3cc(CCC(=O)O)nn3)CC2)n1 returned S-ASM inh 4%, Integrin act MD 17%, TCR activator 8% and TSG101-PTAP inh -1%.
`CCCNNC(=O)C(O)(c1ccccc1)c1ccccc1` gave AT treatment -3%, Mito fusion yeast -2%, S-ASM inh 4%, Integrin act MD 22%, MBNL1 CUG block -15%, TSHR antag -3, TCR activator 3%[46.1 µM], MLL CXXC-DNA inh 1%, Menin MLL FP TR 11% and TSG101-PTAP inh 1%.
`Cc1cc(Cl)ccc1OCC(=O)OCC(=O)NC1CCS(=O)(=O)C1` (configuration not stated) gave AT treatment 0%, Mito fusion yeast -1%, S-ASM inh 5%, Integrin act MD 7%, TSHR antag -10, TCR activator 4% and TSG101-PTAP inh 1%.
`O=C(c1nn2c(C(F)(F)F)cc(-c3ccc(F)cc3)nc2c1Cl)N1CCOCC1` gave Mito fusion yeast -1%, S-ASM inh -6%, Integrin act MD 13%, MBNL1 CUG block inconclusive, TCR activator -4%, MLL CXXC-DNA inh -2%, Menin MLL FP TR -13% and TSG101-PTAP inh 0%.
For CCc1nnc(NC(=O)CSc2nc(-c3ccc(OC)cc3)ns2)s1 the results were AT treatment 0%, Mito fusion yeast 0%, S-ASM inh 0%, Integrin act MD -7%, MBNL1 CUG block -1%, TSHR antag -3, TCR activator -1%, MLL CXXC-DNA inh 12%, Menin MLL FP TR 1% and TSG101-PTAP inh -3%.
For O=C(CS(=O)(=O)c1ccc(F)cc1)Nc1nnc(-c2ccccc2Cl)o1 the results were AT treatment 3%, Mito fusion yeast -1%, Integrin act MD -2%, TSHR antag -9, TCR activator -4% and TSG101-PTAP inh -2%.
Screening CCN1CCN(C(=O)CN2C(=O)COc3ccc(C)cc32)CC1 returned AT treatment -3%, Mito fusion yeast -6%, S-ASM inh 11%, Integrin act MD 5%, MBNL1 CUG block -5%, TSHR antag 1, TCR activator 9%, MLL CXXC-DNA inh 0% and TSG101-PTAP inh -3%.
Screening CCN1C(=NCc2cc(OC)c(OC)c(OC)c2)N[C@@H](c2ccccc2)C(C(=O)OC)=C1C returned AT treatment 0%&-5%, Mito fusion yeast 0%, S-ASM inh 3%, Integrin act MD 7%, MBNL1 CUG block -6%, TSHR antag -8&-5, TCR activator -2%, MLL CXXC-DNA inh 3%, Menin MLL FP TR 4% and TSG101-PTAP inh -3%.
`Cc1ccc(-n2nc(C(=O)O)cc2-c2ccccc2)cc1` gave AT treatment 3%, Mito fusion yeast 0%, S-ASM inh 3%, Integrin act MD -9%, MBNL1 CUG block 4%, TSHR antag -6, TCR activator 0%, MLL CXXC-DNA inh 0%, Menin MLL FP TR -2% and TSG101-PTAP inh -3%.
For COc1ccc(C2CC(C(F)(F)F)n3ncc(C(=O)O)c3N2)cc1OC (configuration not stated) the results were AT treatment -40%[inhibitor], Mito fusion yeast 3%, S-ASM inh 0%, Integrin act MD 18%, MBNL1 CUG block 0%, TSHR antag 2, TCR activator -15%, MLL CXXC-DNA inh -4%, Menin MLL FP TR -3% and TSG101-PTAP inh 0%.
`CCC(=O)c1ccc(OCC(O)CN2CCOCC2)cc1` (configuration not stated) gave AT treatment 1%, Mito fusion yeast -1%, S-ASM inh 1%, Integrin act MD 8%, MBNL1 CUG block 1%, TSHR antag -7, TCR activator -1%, MLL CXXC-DNA inh -2%, Menin MLL FP TR 0% and TSG101-PTAP inh 0%.
For Cc1ccc(S(=O)(=O)NC2c3cccc4cccc(c34)C2Sc2nncn2C)cc1 (configuration not stated) the results were Mito fusion yeast 2%, Integrin act MD -11%, MBNL1 CUG block -3%, TSHR antag 3, TCR activator 2%[46.1 µM], MLL CXXC-DNA inh -16%, Menin MLL FP TR -16% and TSG101-PTAP inh 2%.
CC(=O)N1CCC2(CC1)C(C#N)=C(N)Oc1c2sc2nc(C)cc(C)c12 was read as AT treatment 5%, Mito fusion yeast -6%, S-ASM inh -3%, Integrin act MD -32%, MBNL1 CUG block 10%, TSHR antag -19, TCR activator 4%, MLL CXXC-DNA inh 7%, Menin MLL FP TR -11% and TSG101-PTAP inh -6%.
For COc1ccc(C(=O)N/N=C2/SCC(=O)N2Cc2ccc3c(c2)OCO3)cc1OC the results were AT treatment -4%, Mito fusion yeast 4%, S-ASM inh -3%, Integrin act MD 27%, MBNL1 CUG block -4%, TSHR antag -1, TCR activator -20%, MLL CXXC-DNA inh -3% and TSG101-PTAP inh -4%.

Not all compounds are listed; the hit share may differ from the screen's.
